# Compound activity from PubChem.
# CXCR6 inh – CXCR6 receptor inhibitors, primary screen, cell-based, beta-arrestin, luminescence, CHO-K1 PathHunter, 1536-well | AID 602244, 2012 | C-X-C chemokine receptor type 6 (Homo sapiens), O00574 | hit rate 0.36% among 360,000 | inhibition, % at 20 µM; in the data active = inhibition above about 34%, passing the limit was not always enough;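 also: antagonist mode with CXCL16 agonist at 10 nM final; 0% = 10 nM CXCL16 with DMSO and 100% = unstimulated wells without agonist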
# Target sequence (O00574 whole entry, looked up): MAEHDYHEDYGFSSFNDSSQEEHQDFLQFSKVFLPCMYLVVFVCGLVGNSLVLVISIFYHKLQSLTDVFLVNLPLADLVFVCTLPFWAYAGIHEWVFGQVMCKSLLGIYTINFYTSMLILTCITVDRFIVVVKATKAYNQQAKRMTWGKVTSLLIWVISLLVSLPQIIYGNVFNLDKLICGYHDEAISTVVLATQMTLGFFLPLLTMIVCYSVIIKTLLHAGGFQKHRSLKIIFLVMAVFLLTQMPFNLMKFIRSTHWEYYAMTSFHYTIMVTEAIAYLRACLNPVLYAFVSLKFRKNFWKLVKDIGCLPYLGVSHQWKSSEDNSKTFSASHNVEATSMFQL
# Mdm2 MdmX PPI – inhibitors of human Mdm2-MdmX association, primary screen, cell-based, luminescence, split luciferase, SaOS-2, uHTS; Protein Mdm4 (Homo sapiens) + E3 ubiquitin-protein ligase Mdm2 (Homo sapiens), …; SaOS-2 split-luciferase Mdm2/MdmX complementation; inhibition, % at 8 µM; hit rate 3% among 330,000; AID 485346, 2010;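 active = inhibition of at least 50% at 8 µM in the primary screen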
# XBP1 UPR activ – activators of adaptive XBP1 UPR arm, primary screen, cell-based, CHO-XBP1 luciferase reporter, luminescence, uHTS | hit rate 0.33% among 330,000 | activation, % at 20 µM | IRE1-XBP1 UPR activation; percent of tunicamycin response, DMSO as zero;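 active = versus positive control, 20 µM dose yields 30% or more activation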;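 also: 100% = tunicamycin at 10 µg/mL and 0% = DMSO only wells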
#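 incubation = overnight seeding at 37 °C, 6 h compound treatment at 37 °C | assay system = CHO-XBP1 cells stably carrying IRE1-XBP1-driven luciferase reporter | input = 1000 cells per well | detection = luciferase luminescence | dosing = single point, 20 µM final compound, 1% DMSO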
# APJ ag – agonists of human apelin receptor APJ, primary screen, CHO-K1 cells, PathHunter beta-arrestin, luminescence. AID 2520, 2010. activation, % at 20 µM. 0% DMSO wells, 100% apelin. hit rate 0.11% among 330,000;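 active = activation more than six SD over the plate average, tested at 20 µM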;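 also: 0% = DMSO alone and 100% = apelin-13 at 10 nM; some results filed as inactive read as strong as hits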
#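 Assay system: CHO-K1 APJ beta-arrestin complementation cell line / Compound: single test compound dose, 20 µM final, 1% DMSO / Times: overnight seeding, 90 min compound at 25 °C, 1 h detection / Technique: beta-gal luminescence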
# APJ antagonist – antagonists of human apelin receptor APJ, primary screen, CHO-K1 cells, beta-arrestin complementation, luminescence; inhibition, % at 20 µM; hit rate 0.32% among 330,000;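 active = inhibition above about 40% at 20 µM, limit read from the data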;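 also: cells challenged with 10 nM apelin-13 agonist together with compound; plate controls were apelin-13 plus DMSO wells for no effect and DMSO wells lacking apelin-13 for full effect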
# EBI2 antag – EBI2 receptor antagonists, beta-arrestin recruitment, primary screen, cell-based, luminescence, 7a,25-OHC stimulation, uHTS | G-protein coupled receptor 183 (Homo sapiens), P32249 | 7a,25-OHC stimulated | inhibition, % at 5 µM | hit rate 0.81% among 360,000 | AID 651636, 2012; in the data active = inhibition above about 38%;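 also: enzyme fragment complementation signal reports receptor beta-arrestin coupling in cells; 0% = agonist plus DMSO wells and 100% = wells without agonist; some results beyond the cut were filed as inactive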
# Target sequence (P32249 whole entry, looked up, the tested form may be a part): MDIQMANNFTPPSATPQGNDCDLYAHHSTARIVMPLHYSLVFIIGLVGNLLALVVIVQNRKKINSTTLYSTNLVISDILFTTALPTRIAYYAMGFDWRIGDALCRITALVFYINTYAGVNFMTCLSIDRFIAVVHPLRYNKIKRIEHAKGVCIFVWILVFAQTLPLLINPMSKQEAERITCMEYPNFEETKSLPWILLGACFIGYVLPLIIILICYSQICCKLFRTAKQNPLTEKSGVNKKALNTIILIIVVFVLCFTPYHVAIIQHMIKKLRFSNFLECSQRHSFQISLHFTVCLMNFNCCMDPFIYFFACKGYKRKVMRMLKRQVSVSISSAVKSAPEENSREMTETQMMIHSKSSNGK
# UPR CHOP act – activators of apoptotic CHOP UPR arm, primary screen, cell-based, CHO-CHOP luciferase reporter, luminescence, uHTS | UPR activation; percent of tunicamycin response over DMSO baseline | activation, % at 10 µM | hit rate 0.34% among 330,000;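 active = at 10 µM dose, activation of 40% or more, normalized to positive control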;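 also: 100% = tunicamycin at 10 µg/mL and 0% = DMSO alone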
#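 Test system: CHO-CHOP cells, stable luciferase reporter of PERK-eIF2a-CHOP signalling | Quantity: 500 CHO-CHOP cells per well | Buffer or medium: F12 plus 10% serum | Compound dosing: 10 µM single point, 0.5% DMSO | Schedule: 6 h compound treatment, 37 °C | Signal: Luciferase luminescence | Control set: Tunicamycin high control, DMSO low control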
# tim23-1 inh – growth inhibitors of tim23-1 mutant yeast, primary screen, luminescence, uHTS; S. cerevisiae tim23-1 growth, BacTiter-Glo luminescence, 24 h; inhibition, % at 20 µM; hit rate 1.3% among 330,000;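 active = growth inhibition of the mutant yeast at or above 50%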;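 also: temperature-sensitive mutant grown at 25 °C; plate controls were DMSO-treated mutant yeast for no effect and medium wells lacking yeast for full effect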
# CCR6 antagonist – CCR6 receptor antagonists, primary screen, cell-based, CHO-K1, luminescence, beta-arrestin, uHTS; C-C chemokine receptor type 6 (Homo sapiens), P51684; CHO-K1 CCR6 PathHunter beta-arrestin, CCL20-stimulated; inhibition, % at 20 µM; hit rate 0.49% among 340,000;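 active = compounds whose inhibition of the agonist-driven luminescence signal at 20 µM reaches about 50%, limit read from the data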;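 also: cells stimulated with CCL20 at 14 nM final; plate controls were DMSO with CCL20 for no effect and DMSO without agonist for full effect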
# Target sequence (P51684 whole entry, looked up): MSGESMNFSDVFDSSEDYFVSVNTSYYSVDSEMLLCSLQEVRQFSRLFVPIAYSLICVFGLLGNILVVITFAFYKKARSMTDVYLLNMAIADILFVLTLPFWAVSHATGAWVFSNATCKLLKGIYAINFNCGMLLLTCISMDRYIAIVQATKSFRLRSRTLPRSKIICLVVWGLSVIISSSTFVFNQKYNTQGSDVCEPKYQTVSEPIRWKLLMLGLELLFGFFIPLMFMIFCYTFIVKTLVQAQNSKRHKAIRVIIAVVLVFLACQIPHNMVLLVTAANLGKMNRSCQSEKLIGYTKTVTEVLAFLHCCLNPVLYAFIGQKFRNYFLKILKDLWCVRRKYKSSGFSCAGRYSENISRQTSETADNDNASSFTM
# The depositor's hits bear a star.
SMILES,CXCR6 inh,Mdm2 MdmX PPI,XBP1 UPR activ,APJ ag,APJ antagonist,EBI2 antag,UPR CHOP act,tim23-1 inh,CCR6 antagonist
COc1ccc(Cn2c(CCC(=O)Nc3ccc(C)cc3)nc3cccnc32)cc1,3,-19,0,-1,-2,-2,0.5,25,-5
CCCCc1ccc(NC(=S)NCC2CCCO2)cc1 (configuration not stated),1,6,0,-3,7,-3,1.3,26,12
O=C(Cn1nnc(-c2ccccc2)n1)N/N=C/c1ccc(-c2ccc(Cl)cc2)o1,5,69*,22,-1,-2,-26,9.3,-30,-7
CCC(C(=O)NCCC1=CCCCC1)c1ccccc1 (configuration not stated),1,-25,-1,0,2,15,-0.6,15,16
COc1cccc(NC(=O)CN2C(=O)COc3ccc(Cl)cc32)c1,-6,11,0,-3,-54,-11,-0.2,25,8
CC[C@@]12C(=O)N(c3ccc(OC)cc3)C(=O)N1[C@H](c1cccc(C)c1)[C@@H]1C(=O)N(Cc3ccccc3)C(=O)[C@@H]12,4,20,-1,5,11,-2,-0.1,5,9
O=C(CCCSc1nnc(SCCCC(=O)c2ccc(F)cc2)s1)c1ccc(F)cc1,0,29,-6,1,-19,22,0.4,-6,18
CCOc1ccc(C2NC(=O)NC(c3ccccc3)=C2C(C)=O)cc1OC (configuration not stated),-8,-9,0,-2,16,-5,0.0,11,10
COc1cc(C2/C(=C(\O)c3ccc4c(c3)OCCO4)C(=O)C(=O)N2Cc2ccco2)ccc1O (configuration not stated),13,-6,-1,-2,12,0,0.9,14,1
CCNC(=S)N/N=C(\C)c1ccc2c(c1)OCCO2,9,16,0,-3,6,-18,0.5,27,-3
CC(C)[C@H](NC(=O)c1ccccc1)C(=O)OCC(=O)Nc1ccc(S(=O)(=O)N2CCOCC2)cc1,-2,-12,-1,0,-12,2,0.0,2,7
Cn1c(=O)n(Cc2ccccc2F)c(=O)c2c1nc1n2CCN1Cc1ccco1,5,-19,-1,-2,-14,-2,-0.6,26,-2
COc1ccccc1NC(=O)C(C)OC(=O)CSCC(=O)Nc1cc(C)on1 (configuration not stated),-4,0,1,-4,13,-12,-0.5,-3,1
CCc1ccc2oc(=O)cc(CN3CCCCC3C)c2c1 (configuration not stated),-3,5,1,-1,7,14,0.8,8,15
CCCNC(=O)COc1ncnc2sccc12,-10,3,-1,-2,-2,-5,-0.8,-7,13
CCOc1ccccc1C(=O)NC(C(=O)Nc1cccc(S(N)(=O)=O)c1)C(C)C (configuration not stated),8,-10,-2,-4,13,4,0.6,-5,8
COc1cccc(CN2CCN(CC(=O)NCCc3ccccc3)CC2)c1,5,18,-1,2,-13,-5,3.6,6,15
COc1cc(-c2nc3c4ccccc4nc(=S)n3[nH]2)cc(OC)c1OC,-5,0,4,0,9,-20,3.1,-4,-11
Cc1ccccc1S(=O)(=O)Oc1ccc2ccc(O)cc2c1,-24,-36,4,7,-13,8,6.5,42,1
O=C(O)CCN1CCc2ccccc21,3,22,-2,4,-5,-5,-1.9,7,-3
COc1cc(-c2cc(N)n(S(=O)(=O)c3ccccc3)n2)cc(OC)c1OC,2,33,1,-3,7,14,-0.5,11,5
O=C(CCCC(=O)N(c1cccc(F)c1)C(C(=O)NC1CCCC1)c1ccc(O)cc1)Nc1ccccn1 (configuration not stated),1,21,2,0,5,9,-1.2,9,19
CN(C(=O)c1ccc(S(=O)(=O)N2CCCC2)cc1)C1CCS(=O)(=O)C1 (configuration not stated),6,-11,-3,-2,-60,-1,0.6,-1,0
C#CCCC/C(=C\C(=O)N(C)[C@H](C(=O)N(C)[C@H](C(=O)N(C)[C@H](C(=O)N(C)[C@H](C(N)=O)C(C)C)C(C)C)C(C)C)C(C)C)OC,-2,5,-3,0,0,3,1.1,12,2
O=C(O)CCCNC(=O)CCn1nnc2ccccc2c1=O,-2,20,-2,0,4,1,0.1,14,5
COc1ccc(Cl)cc1NC(=O)C(=O)NCc1ccncc1,-5,14,1,-1,6,2,0.6,7,5
COc1cc(CNCCO)cc(Cl)c1OCc1ccccc1Cl,-9,25,8,-2,-2,-8,-1.0,16,9
CN1C[C@@H]2C(c3ccccc3)C3(c4ccc(C#N)cc4)CC2(C3)[C@H]1c1ccccc1 (some centres not stated),-6,12,3,-4,14,0,-0.7,16,2
CCC1(CC)Cc2ccccc2-c2nc(-c3ccccc3)oc(=O)c21,-2,-5,-7,-3,15,2,1.6,2,14
Cc1ccc(-c2ccc(=O)n(CCC(=O)N3CCN(Cc4ccccc4)CC3)n2)cc1,8,0,0,-3,-15,-1,-2.6,8,10
O=C(O)CCC(=O)N1CCc2cc(S(=O)(=O)NC3CCCC3)ccc21,-11,-36,0,-3,3,2,-0.7,-4,-15
COc1cccc(C2=NOC(C(=O)NCc3cccs3)C2)c1 (configuration not stated),1,19,0,2,-17,-1,1.3,11,4
CCCCNc1c(N)n(CCC)c(=O)[nH]c1=O,-14,-21,-2,-2,-4,5,-0.1,10,0
C/C(=C\c1ccc(Cl)cc1)C(=O)c1c(C)cc(C)[nH]c1=O,-8,32,-2,-2,3,-12,0.0,19,4
CC(=O)Nc1ccc(N(CC(=O)NC2CCCCC2)C(=O)Cn2nnc(-c3ccccc3)n2)cc1,-2,-1,0,-2,-4,-1,0.8,3,6
CCOc1ccc(NC(=O)CSc2ncn[nH]2)cc1,-9,10,-2,-6,5,3,2.4,10,-2
Cc1ccc(C(=O)COC(=O)CNC(=O)CN2C(=O)c3ccccc3C2=O)cc1,-4,21,0,-3,-6,-1,3.0,5,-1
CC12CCC(C(=O)NCc3cccnc3)(OC1=O)C2(C)C (configuration not stated),-14,18,-6,-1,9,9,-1.9,0,-5
COC(=O)CSc1nc(C)cc(Oc2ccccc2)n1,4,5,-3,-2,-32,7,-0.6,8,-1
COc1cccc(CNC(=O)C2CCCN(c3nn4c(=O)cc(C)nc4s3)C2)c1OC (configuration not stated),-12,-13,0,-4,3,-17,-0.4,8,3
O=C(Nc1ccccc1C(=O)N1CCOCC1)c1ccc(F)cc1,4,6,0,-5,-2,0,0.1,18,2
CCN(C(=O)CCC(=O)N(CC)c1ccccc1)c1ccccc1,-6,0,1,2,14,-5,-2.6,26,-1
C=CCOc1ccc(C2C(C(=O)c3ccc(C)o3)=C(O)C(=O)N2Cc2cccnc2)cc1 (configuration not stated),7,16,-2,-3,2,2,-0.3,6,14
CCOC(=O)CN1C(=O)C(C)(C)Oc2ccc(C(=O)Nc3ccccc3)cc21,-5,13,3,1,-20,-5,0.9,27,-13
O=C(NC1CCCCC1)c1cc(S(=O)(=O)N2CCCCC2)ccc1N1CCOCC1,4,-5,-1,-2,19,0,0.6,2,13
Cn1c(CC(=O)Nc2ccccc2)cc2ccccc21,6,-16,-1,2,-8,-9,1.6,9,26
Cc1cc(C)c(S(=O)(=O)c2ccccc2C)c(SCC(C)C)n1,-3,3,-3,-4,14,10,1.5,32,44
CC(C(=O)OCc1nnc(-c2ccccc2)o1)N1C(=O)C2CCCCC2C1=O (configuration not stated),-10,-3,-2,0,-3,3,4.4,19,8
Cc1occc1C(=O)NNC(=S)NCc1ccccc1,6,-1,-1,0,-2,1,1.2,9,18
CCOc1ccc(N2C(=O)CC(Sc3nc4ccc(OCC)cc4s3)C2=O)cc1 (configuration not stated),40,0,-14,-4,-16,2,17,-20,31
CCN1CCN(CCC(=O)Nc2cc(OC)ccc2OC)CC1,-5,-15,-6,-1,10,-2,1.1,4,-2
CCn1cc(S(=O)(=O)NCc2ccc(OC)cc2)cn1,2,-1,-8,-1,14,-6,3.1,5,-10
O=C(NCc1ccc(Cl)cc1)c1ccc(Cn2cc(C(F)(F)F)ccc2=O)cc1,1,11,-1,-1,1,32,-1.0,11,-7
O=C(NNC(=S)Nc1ccccc1)c1cc(-c2cccnc2)nc2ccccc12,7,-2,-1,-4,7,12,-1.5,17,13
O=C(COc1ccc([N+](=O)[O-])cc1)NNC(=O)Nc1ccc([N+](=O)[O-])cc1,6,38,-5,-5,11,9,1.2,7,26
Cc1ccc(NC(=O)CN2C(=O)NC3(CCCc4ccccc43)C2=O)c(C)c1 (configuration not stated),2,6,-1,8,-28,19,-0.5,22,15
Cn1cc(C(=O)NCC(=O)Nc2ccccc2Br)cn1,7,6,2,-3,7,-17,-1.8,0,-2
Cc1nc2ccccn2c1C(=O)NNC(=S)Nc1ccc(Cl)cc1,22,-7,-3,-1,31,2,3.4,13,15
O=C(NCC1CCCN1S(=O)(=O)c1cccs1)c1cccc(Cl)c1 (configuration not stated),-2,20,1,5,0,-1,-1.2,14,5
CCN1C(=O)C(=Cc2cccc(OC)c2Oc2ccc([N+](=O)[O-])cc2[N+](=O)[O-])SC1=S,42*,100*,1,-7,50*,14,2.2,42,60*

# Continuation.
SMILES,CXCR6 inh,Mdm2 MdmX PPI,XBP1 UPR activ,APJ ag,APJ antagonist,EBI2 antag,UPR CHOP act,tim23-1 inh,CCR6 antagonist
CCn1c(SCC(=O)NNC(=O)c2ccc(C)cc2)nnc1C1CC1,-1,16,0,-1,8,21,-0.7,-4,9
CCCCNC(=S)Nc1cccc(S(=O)(=O)NC2=NCCC2)c1,2,-5,-4,15,-24,-14,-0.2,0,3
CC(C)C(C(=O)NCC1CCCO1)N(C(=O)CNS(=O)(=O)c1ccc(F)cc1)c1ccccc1 (configuration not stated),-6,23,-5,-3,5,8,-2.4,10,3
COc1ccc2c(c1)cc(C(=O)N[C@@H](CCSC)C(=O)N1CCC[C@H]1C(=O)O)n2C,-8,16,-2,-4,12,-4,-1.8,-2,3
CCC1(CC)C(=O)C(C)(C)C(=O)OC1c1ccccn1 (configuration not stated),2,7,-3,0,23,1,1.0,9,-3
CC(Cc1cccs1)NC(=S)Nc1ccc(F)cc1 (configuration not stated),-5,7,-2,-1,10,0,-0.9,-16,8

# Sorted by value in EBI2 antag (ascending): some entries from above
canonical_smiles	EBI2 antag
CCCCNC(=S)Nc1cccc(S(=O)(=O)NC2=NCCC2)c1	-14
COc1ccc2c(c1)cc(C(=O)N[C@@H](CCSC)C(=O)N1CCC[C@H]1C(=O)O)n2C	-4
CC(Cc1cccs1)NC(=S)Nc1ccc(F)cc1 (configuration not stated)	0
CC(C)C(C(=O)NCC1CCCO1)N(C(=O)CNS(=O)(=O)c1ccc(F)cc1)c1ccccc1 (configuration not stated)	8

# This is a subset. The share of hits here may be higher or lower than overall.
